High-throughput results as filed in PubChem BioAssay.
Vif-APOBEC3F blk = qHTS for Inhibitors of Vif-A3F Interactions: qHTS. Potency, µM (top dose mostly 46.1 µM), without a hit: at the top dose activity, negative = active. HeLa A3F-eYFP + Vif (tagged APOBEC3F with the HIV-1 protein that degrades it), YFP fluorescence increase. 390,000 compounds, 0.2% hits; also: % of control where 0% means no effect; nearly all actives have a fitted effect of over 65% in size
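HeLa cells stably expressing A3F-eYFP plus Vif, plated and incubated overnight at 37 deg C, then exposed to compounds overnight at 37 deg C. Blocked degradation read as raised yellow fluorescence (Ex 488/Em 500-530).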
TrxR1 substrate = qHTS Assay for Substrates of Mammalian Selenoprotein Thioredoxin Reductase 1 (TrxR1): qHTS; Potency, µM (doses to about 114 µM), without a hit: top-dose activity change, negative = substrate turnover; AID 588456, 2011; 390,000 compounds, 0.01% hits; purified TrxR1 substrate turnover, NADPH consumption readout; also: % is scaled to controls: 0 for no effect and ±100 for the full control effect; nearly all actives have a fitted effect of over 50% in size
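Rat TrxR1, dispensed at 90 nM, was prereduced with 400 uM NADPH (final) for 5 min at ~22 deg C, then incubated with compound 15 min before 400 uM selenite. A first-read NADPH fluorescence drop versus no-compound background flagged substrates.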
mIDH1 inhibitor = qHTS for Inhibitors of mutant isocitrate dehydrogenase 1 (IDH1): qHTS; 390,000 compounds, 0.093% hits; Isocitrate dehydrogenase [NADP] cytoplasmic (Homo sapiens), O75874; IDH1-R132H enzyme, NADPH consumption, diaphorase/resazurin fluorescence; Potency, µM (highest dose often 76.6 µM), for the others: top-dose activity change, negative = inhibition, most hits filed as inhibitors; also: % is scaled to controls: 0 for no effect and ±100 for the full control effect; nearly all actives have a fitted effect of over 65% in size
Target sequence (O75874 whole entry R132H, stated change not applied): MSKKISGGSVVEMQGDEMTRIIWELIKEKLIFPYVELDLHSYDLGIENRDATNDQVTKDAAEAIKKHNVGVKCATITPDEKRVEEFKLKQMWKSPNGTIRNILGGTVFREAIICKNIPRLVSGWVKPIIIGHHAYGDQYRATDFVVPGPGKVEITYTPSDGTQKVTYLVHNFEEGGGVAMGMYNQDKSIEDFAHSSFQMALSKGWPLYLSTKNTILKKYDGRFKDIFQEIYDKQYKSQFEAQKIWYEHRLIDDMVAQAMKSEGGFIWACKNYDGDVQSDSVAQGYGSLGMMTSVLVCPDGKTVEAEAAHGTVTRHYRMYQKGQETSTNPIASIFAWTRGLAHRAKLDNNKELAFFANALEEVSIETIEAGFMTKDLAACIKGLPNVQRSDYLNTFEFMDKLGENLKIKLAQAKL
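IDH1-R132H (0.5 ug/mL) preincubated 30 min with compound, then NADPH (0.016 mM) and alpha-KG (2 mM) added; 80 min at RT, pH 7.5. Remaining NADPH coupled via diaphorase/resazurin to fluorescence (540/590 nm); concentration-response curves normalized to no-enzyme control.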
RXFP1 agonist = qHTS Assay for Agonists of the Relaxin Receptor RXFP1 | Relaxin receptor 1 (Homo sapiens), Q9HBX9 | HEK293T-RXFP1 cAMP TR-FRET, 30 min; response scale: percent of porcine relaxin response, buffer zero | Potency, µM (highest dose often 57.5 µM), without a hit: top-dose activation, usual class: activators | 370,000 compounds, 0.3% hits; also: % is scaled to controls: 0 for no effect and ±100 for the full control effect; nearly all actives have a fitted effect of over 60% in size; many of its hits are not listed in these tables
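HEK293 cells stably expressing RXFP1, treated 30 min at 37C with compounds plus PDE4 inhibitor Ro 20174; cAMP measured by HTRF TR-FRET. Normalized to buffer and 29 nM porcine relaxin; EC50 by Hill fit.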
USP1 inh = Inhibitors of USP1/UAF1: Primary Screen; Ubiquitin carboxyl-terminal hydrolase 1 (Homo sapiens), O94782; recombinant USP1/UAF1, Ub-Rhodamine cleavage fluorescence; Potency, µM (series often up to 57.1 µM), without a hit: at the top dose activity change, negative = inhibition, actives largely listed as inhibitors; 390,000 compounds, 0.23% hits; AID 743255, 2014; also: % is scaled to controls: 0 for no effect and ±100 for the full control effect; nearly all actives have a fitted effect of over 60% in size; inactives centre near -12
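USP1/UAF1 complex at 1 nM was preincubated with compound for 15 min at room temperature, then Ub-Rho substrate (150nM final) was added. Fluorescence (480/540 nm) was read kinetically, 6 reads every 60 seconds.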
ALOX12 inh = Primary qHTS assay for inhibitors of human arachidonate 12S-lipoxygenase (ALOX12): Round 2; Polyunsaturated fatty acid lipoxygenase ALOX12 (Homo sapiens), P18054; Potency, µM (titrated, usually from 108 µM), inactives show top-dose activity change, negative = inhibition, usual class: inhibitors; purified 12hLO, xylenol orange hydroperoxide absorbance; AID 1671190, 2021; 580,000 compounds, 1.1% hits; also: % is scaled to controls: 0 for no effect and ±100 for the full control effect
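Purified human 12hLO (150 nM final) in 25 mM Hepes, 0.01% Triton X-100, pH 7.0 was preincubated 15 min at room temperature with compound. Then 40 uM arachidonic acid was added, 30 min. Hydroperoxide was read by Fe-XO absorbance ratio 573/405 nm.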
RGS4 inh = Inhibitors of Regulator of G Protein Signaling (RGS) 4: qHTS; Regulator of G-protein signaling 4 (Homo sapiens), P49798; Transcreener GDP fluorescence polarization, RGS4-accelerated GTP hydrolysis; Potency, µM (titrated, usually from 114 µM), without a hit: at the highest dose activity change, negative = inhibition, actives largely listed as inhibitors; 390,000 compounds, 0.039% hits; also: % is scaled to controls: 0 for no effect and ±100 for the full control effect; nearly all actives have a fitted effect of over 75% in size; some results filed as inactive show a strong effect at the top dose
Target sequence (P49798 whole entry, looked up): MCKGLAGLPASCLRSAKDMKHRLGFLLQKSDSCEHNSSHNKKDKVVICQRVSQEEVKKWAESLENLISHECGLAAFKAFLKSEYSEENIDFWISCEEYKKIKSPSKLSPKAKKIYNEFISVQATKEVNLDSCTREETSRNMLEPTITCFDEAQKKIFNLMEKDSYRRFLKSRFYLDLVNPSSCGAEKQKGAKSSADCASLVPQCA
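MLSMR compounds (23 nl, pin-transferred) preincubated 10 min at room temperature with a 500nM (2x) first reagent, then RGS4 at 900nM (2x) plus Transcreener GDP mix added; fluorescence polarization (620/688 nm) read before and after 90 min at 30 °C.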
rTrxR1 inhibitor = qHTS Assay for Inhibitors of Mammalian Selenoprotein Thioredoxin Reductase 1 (TrxR1): qHTS; 390,000 compounds, 1% hits; recombinant rTrxR1, NADPH fluorescence consumption, selenite substrate; Potency, µM (highest dose often 114 µM), without a hit: at the top dose activity change, negative = inhibition, most hits filed as inhibitors; Thioredoxin reductase 1, cytoplasmic (Rattus norvegicus), O89049; also: % is scaled to controls: 0 for no effect and ±100 for the full control effect; nearly all actives have a fitted effect of over 65% in size
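Rat TrxR1 (90 nM in the dispensed reagent) was pre-reduced with 400 uM NADPH for 5 min at room temperature, then incubated with compound for 15 min. After 400 uM selenite was added, NADPH fluorescence (Ex 340/Em 450 nm) was followed for 8 min.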
Vif-A3G inh = qHTS for Inhibitors of Vif-A3G Interactions: qHTS | DNA dC->dU-editing enzyme APOBEC-3G (Homo sapiens), Q9HC16 | HeLa A3G-eYFP + Vif (tagged APOBEC3G with the HIV-1 protein that degrades it), YFP fluorescence, overnight | Potency, µM (titrated, usually from 46.1 µM), without a hit: at the highest dose activity, negative = active, hits mostly inhibitors | 410,000 compounds, 0.076% hits;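 also: % is scaled to controls: 0 for no effect and ±100 for the full control effect; nearly all actives have a fitted effect of over 60% in size; hits raise eYFP signal because A3G escapes Vif-driven loss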
Target sequence (Q9HC16 whole entry, looked up): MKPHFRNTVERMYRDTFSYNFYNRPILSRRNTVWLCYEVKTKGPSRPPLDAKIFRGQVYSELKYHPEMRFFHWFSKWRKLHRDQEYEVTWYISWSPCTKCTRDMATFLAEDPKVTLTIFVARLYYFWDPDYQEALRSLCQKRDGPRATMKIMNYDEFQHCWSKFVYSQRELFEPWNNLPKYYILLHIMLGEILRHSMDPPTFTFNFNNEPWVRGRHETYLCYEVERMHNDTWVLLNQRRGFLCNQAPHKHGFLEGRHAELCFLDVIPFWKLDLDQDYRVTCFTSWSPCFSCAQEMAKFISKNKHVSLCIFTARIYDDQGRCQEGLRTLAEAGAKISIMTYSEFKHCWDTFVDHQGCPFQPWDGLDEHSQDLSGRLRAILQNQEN
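HeLa cells stably expressing Vif and C-terminally eYFP-tagged A3G, seeded overnight at 37 deg C, then exposed to compound by pintool overnight at 37 deg C. Rise in yellow fluorescence (Ex 488/Em 500-530, Acumen) marks blocked Vif-driven A3G degradation.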
* hit, by the source's call; ? = inconclusive; · = not tested or not shown; [ ] = dose if it differs, or a comment. Calls follow the shape of the dose curve; as a rule, active = well fitted curve in the direction sought with a large enough effect; inconclusive = small, poorly fitted or top-dose-only effect, or another doubt; inactive = no such curve, though single readings can be large; an effect the other way counts as inactive or inconclusive. Potency is read from the fitted curve at half-maximal effect. Some of the compounds tested (hit frequency here may not be typical).

SMILES	Vif-APOBEC3F blk	TrxR1 substrate	mIDH1 inhibitor	RXFP1 agonist	USP1 inh	ALOX12 inh	RGS4 inh	rTrxR1 inhibitor	Vif-A3G inh
Cc1nc(-c2ccc(S(=O)(=O)N3CCN(c4cc(Cl)ccc4C)CC3)cc2)co1	-1%	1%[57.1 µM]	-16%	0.9%	-33%	0%	-21%	15%[57.1 µM]	-4%
CN1CCC(N(C)C(=O)c2sc3cc(F)ccc3c2Cl)CC1	-1%	-3%[57.1 µM]	-1%	4.5%	2%	-30%	4%	1%[57.1 µM]	4%
Cc1nnc(SCc2ccccc2)n(N)c1=O	-14%	-8%	3%	-1.7%	1%	3%	20%	2%	0%
Cc1cc(C)n2nc(SCC(=O)Nc3ccc(F)c(F)c3F)nc2n1	-5%	4%	0%	4.1%	-24%	-21%	-6%	16%	0%
Cc1ccc(C(=O)Nc2ccc3c(c2)C(=O)N(CC2CCCO2)C3=O)cc1 (stereo not drawn)	7%	45%	5%	0.2%	-17%	-53%	-48%	19%	1%
O=C(NCC(c1ccco1)N1CCc2ccccc21)c1ccccc1Cl (stereo not drawn)	5%	-1%	1%	4.3%	-25%	?	-8%	5%	-3%
Cc1ccc(CN2CCc3nc(N4CCN(C)CC4)ncc3C2)s1	1%	6%[57.1 µM]	17%	2.8%	-3%	?	-2%	15%[57.1 µM]	2%
Cc1ccc(NC(=O)c2nn(C)c3c2CS(=O)(=O)c2ccccc2-3)c(Cl)c1	1%	7%[11.4 µM]	0%	-4.6%	-19%	-12%	5%	16%	-5%
Nc1nonc1-n1nnc(C(=O)N/N=C/c2cccc(F)c2)c1-c1ccc2c(c1)OCO2	1%	0%	40%[activator]	1.2%	-10%	-5%	-6%	29%	2%
c1ccc(-c2c[nH]c3[n+]2CCCCC3)cc1	-6%	7%[57.1 µM]	1%	-1.2%	-4%	-3%	18%	15%[57.1 µM]	0%
O=C(c1ccco1)N1CCN(c2nc(C3CC3)nc3c2nnn3Cc2ccccc2Cl)CC1	0%	4%[57.1 µM]	1%	2.4%	-10%	40%[activator]	22%[11.4 µM]	7%[57.1 µM]	3%
CCN(CC)C(=O)C1=C(C)N(Cc2ccc(C(C)(C)C)cc2)C(=O)C(CC(=O)NCc2ccco2)C1 (stereo not drawn)	0%	·	0%	·	-3%	?	·	·	1%
Cc1nn(C)cc1C(=O)c1ccccc1	-3%	5%	-2%	·	-17%	434%[activator]	-18%	20%	-2%
COc1ccccc1-n1nnnc1SCC(=O)Nc1ccc(C)c(N)c1	-2%	-2%	3%	-2.4%	-18%	-13%	-16%	14%	-1%
CC1=CC(C)(C)n2c(O)c(N=NC(N)=S)c3c(C)c(C)cc1c32	-5%	3%	-4%	0.4%	-25%	0%	7%	12%	0%
COc1ccc(C2=NN(C(=O)CSc3nnc(-c4ccccc4F)o3)C(c3ccco3)C2)cc1 (stereo not drawn)	-12%	-21%	-6%	-0.7%	-10%	-16%	-3%	?	2%
Cc1ccc(NC(=O)Cn2c(=O)n(CCC(=O)NCc3ccc4c(c3)OCO4)c(=O)c3sccc32)c(C)c1	2%	-2%	-14%	22%	-22%	?	?	9%	-1%
COc1cc(C(=O)OCC(=O)NCc2ccccc2)cc(NC(=O)c2ccco2)c1OC	-10%	20%	7%	4.5%	-18%	-13%	15%	13%	?
COc1cccc(NC(=O)c2cnn(-c3ccccc3)c2-n2cccc2)c1	3%	-10%[57.1 µM]	22%	-2.7%	-12%	-22%	-12%	5%[57.1 µM]	3%
COc1ccc(NC(=S)N2CCN(C(=O)c3ccco3)CC2)cc1	-2%	-3%	-2%	-0.2%	-3%	-10%	24%	-8%	1%
COc1ccnc(CSC(N)=Nc2ccccc2OC)c1	7%	-12%	0%	-0.4%	-19%	?	?	-36%	4%
CCOc1ccc(-n2cnc3c(=O)[nH]c(N)nc32)cc1	-6%	-2%[2.29 µM]	-21%	2.2%	-24%	0%	17%	3%[2.29 µM]	1%
O=C(CN(Cc1ccco1)C(=O)c1ccc(N2CCCC2=O)cc1)Nc1ccccc1C(F)(F)F	-15%	-2%	5%	0.6%	-14%	-16%	-5%	-14%	2%
Cc1ccnc(SCCn2c(N3CC(C)CC(C)C3)nc3c2c(=O)n(C)c(=O)n3C)n1 (stereo not drawn)	-1%	-7%	1%	1.8%	-24%	0%	32%	4%	2%
OCC1(CCc2ccccc2)CCN(Cc2cc(Cl)ccc2O)CC1	5%	1%	-2%	0.8%	-12%	-4%	-21%	18%[57.1 µM]	1%

Entries of single compounds as entered above. Values in the order: Vif-APOBEC3F blk	TrxR1 substrate	mIDH1 inhibitor	RXFP1 agonist	USP1 inh	ALOX12 inh	RGS4 inh	rTrxR1 inhibitor	Vif-A3G inh
`COc1cc(C(=O)OCC(=O)NCc2ccccc2)cc(NC(=O)c2ccco2)c1OC` in the list: -10%	20%	7%	4.5%	-18%	-13%	15%	13%	?
`CCOc1ccc(-n2cnc3c(=O)[nH]c(N)nc32)cc1` in the list: -6%	-2%[2.29 µM]	-21%	2.2%	-24%	0%	17%	3%[2.29 µM]	1%
`c1ccc(-c2c[nH]c3[n+]2CCCCC3)cc1` in the list: -6%	7%[57.1 µM]	1%	-1.2%	-4%	-3%	18%	15%[57.1 µM]	0%

The results go on.
SMILES	Vif-APOBEC3F blk	TrxR1 substrate	mIDH1 inhibitor	RXFP1 agonist	USP1 inh	ALOX12 inh	RGS4 inh	rTrxR1 inhibitor	Vif-A3G inh
CCOc1ccc2oc(-c3ccccc3)c(C(N)=O)c2c1	0%	36%[activator][57.1 µM]	5%	9.9%	-19%	3%	-28%	13%[57.1 µM]	2%
CCC(C)(C)n1nnnc1C(c1cc2cc(C)ccc2[nH]c1=O)N1CCCc2ccccc21 (stereo not drawn)	0%	-5%	-10%	0.2%	-20%	?	-6%	?	0%
CCCCOc1ccc(C(=O)NCC(=O)NCC2CCCO2)cc1 (stereo not drawn)	-11%	6%	2%	2.8%	-1%	7%	9%	9%	-7%
CCOc1c(Br)cc(C(=O)N2CCCN(C)CC2)cc1OC	3%	8%	3%	4.0%	-6%	40%	18%	6%	4%
O=C(Nc1nc2ccc(Cl)cc2s1)C1CC1	5%	0%	3%	·	-4%	?	19%	25%	-1%
CN(CC(=O)Nc1ccc(Cl)cc1)C(=O)CNC(=O)c1ccc(Br)o1	-10%	-6%	3%	-0.6%	0%	?	-12%	-10%	-5%
CCN(c1ccccc1)c1cc(C)nc2ncnn12	2%	6%[57.1 µM]	0%	-0.8%	-16%	466%[activator]	-20%	11%[57.1 µM]	1%
COc1ccc(C2CCN(CC(=O)N(C)C)CC2O)cc1 (stereo not drawn)	-17%	10%	0%	-1.8%	-7%	-1%	1%[11.4 µM]	4%	5%
CCn1c(SC)nc(O)c(C(c2ccc(OC)c(O)c2)c2c(O)nc(SC)n(CC)c2=O)c1=O	-16%	-7%	5%	-3.8%	1%	-22%	-35%	50µM*	0%
C1CCC(NC2=NCCC2)CC1	-5%	-2%	-6%	1.3%	-7%	-1%	31%	-2%	2%
CCOc1ccc(N(Cc2cc3cc(C)ccc3[nH]c2=O)C(=O)COC)cc1	1%	5%	2%	0.2%	-22%	0%	0%	?	2%
O=C(CN1CCOCC1)NN=C1CCCCCCCCCCC1	-2%	-4%	7%	1.7%	-18%	4%	-15%	6%	2%
Cc1ccc(N(CC(=O)Nc2cc(C)ccc2C)S(C)(=O)=O)cc1	14%	-2%	-13%	0.1%	5%	-15%	19%	11%	-1%
C=C(C)C1CC=C(CN2CCC(O)CC2)CC1 (stereo not drawn)	5%	9%	7%	0.3%	0%	-4%	30%	9%	1%
CCCCn1c(NCc2ccccc2O)nc2ccccc21	1%	-2%[57.1 µM]	-2%	1.5%	-14%	2%	-19%	3%[57.1 µM]	1%
CC(NC(=O)CSc1ncccn1)c1ccc(Cl)cc1Cl (stereo not drawn)	2%	-1%	1%	1.6%	-11%	0%	-8%	10%	1%
Cc1ccc(S(=O)(=O)c2c(C)cc(C)nc2Oc2cccc(C(F)(F)F)c2)cc1	0%	-6%	-1%	3.8%	?	5%	-15%	8%	-1%
CCCCOC(=O)Nc1ccc(S(=O)(=O)Nc2cc(C)nc(C)n2)cc1	4%	2%	-4%	0.3%	-17%	6%[57.4 µM]	5%	8%	-5%
COc1cccc(C(=O)NNC(=O)c2cccc3ccccc23)c1	1%	10%	-3%	·	-19%	-9%	-2%	17%	6%
Cc1ccccc1OCC(=O)Nc1sc2c(c1C(=O)OC(C)C)CCCC2	0%	2%	-7%	1.1%	-15%	-18%	-36%	13%	1%
